# Screens (PubChem)
# BCR signal inh – blocks chronic active B-cell receptor signaling | ABC-DLBCL IkBa-CBG/CBR reporter, luminescence ratio, 4 h | Potency, µM (series often up to 46.1 µM), for the others: top-dose ratio change, negative = lower green/red ratio, hits mostly inhibitors | hit rate 0.05% among 340,000 | AID 493014; active = well fitted inhibition curve with a large enough effect in the signal ratio, with a control signal flat, not every such curve was filed as active; inconclusive = small, poorly fitted or top-dose-only effect, or effect the other way, or a change in a side signal; the % refers to the signal ratio;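 note: potency is the fitted concentration of half-maximal effect; plate controls were basal doxycycline-induced cells for no effect and cells given 10 µM MG132 for full effect; MG132 reads +100%, hits lower the ratio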
#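 TMD8 ABC-DLBCL cells carrying doxycycline-inducible green luciferase fused to IkappaBalpha plus unfused red luciferase were exposed to compounds (up to 46 uM) for 4 hrs at 37C. Activity came from the overlap-corrected green/red luminescence ratio.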
# Giardia killer – Giardia lamblia killing; hit rate 0.15% among 340,000; AID 540267; Giardia lamblia trophozoite viability; activity change, % at 7.66 µM, hits read low; in the data active = activity change below about -80%; inconclusive = between about -30% and that limit;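 note: parasites exposed to compound for two days anaerobically before the ATP read; % is set by controls: 0 for no effect and ±100 for the full control effect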
#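 Viability, read as ATP luminescence: trophozoites at 100 cells/well, compound added, 48 hrs anaerobic at 37 deg C, then 15-30 min room-temperature development before reading.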
# Coupling enz – inhibits coupling enzyme system, counter-screen for aldolase hits | coupling enzyme system counterscreen, AmpLite Red fluorescence | activity change, negative = inhibition, % at 58.2 µM, hits read low | hit rate 0.67% among 290,000 | AID 2472; in the data active = activity change below about -30%; note: % is set by controls: 0 for no effect and ±100 for the full control effect
#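 Fluorescence at 525 nm excitation and 598 nm emission measured inhibition of the coupled detection system without aldolase. Compounds (at 57.5 uM final) were preincubated 10 min at room temperature with coupling enzyme reagent before a 20 min substrate/AmpLite Red step.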
# B2AR arrestin – agonists driving beta-arrestin recruitment to human beta2-adrenergic receptor; Potency, µM (top dose mostly 46.1 µM), for inactives: top-dose activation, usual class: activators; P07550; beta-arrestin recruitment to beta2AR, cell-based reporter; hit rate 0.02% among 330,000;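 note: potency is the fitted concentration of half-maximal effect; 0% = DMSO controls and full agonism = EC100 isoproterenol or metaproterenol; nearly all actives have a fitted effect of over 65% in size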
# Menin MLL FP TR – displaces Texas Red mutant MLL peptide from human menin; AID 1768; Menin + Texas Red MLL mutant peptide, fluorescence polarization; Potency, µM (highest dose often 61.6 µM), for inactives: at the highest dose FP activity change, negative = inhibition, usual class: inhibitors; O00255; hit rate 0.23% among 270,000; active = well fitted inhibition curve with a large enough effect in the polarisation, with a control signal flat, not every such curve was filed as active; inconclusive = small, poorly fitted or top-dose-only effect, or effect the other way, or a change in a side signal; inactive = no such curve, though single readings can be large or run the other way; the % refers to the polarisation; note: potency is the fitted concentration of half-maximal effect; % of control where 0% means no effect; many of its hits are not listed in these tables
# a7 integrin act – activators of alpha7 integrin expression for muscular dystrophy; AID 624291; hit rate 0.064% among 350,000; Potency, µM (series often up to 38.3 µM), without a hit: at the top dose activation, hits mostly activators; alpha7betagal myoblasts, beta-gal FDG fluorescence, 48 h;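 note: potency is the fitted concentration of half-maximal effect; 100% = response of the positive control SU9516; nearly all actives have a fitted effect of over 60% in size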
#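 alpha7betagal+/- myoblasts (passage 13, 250/well) treated 48 h at 37C with compounds at 1:260 dilution of DMSO stock. Lysed, then beta-galactosidase activity read as FDG fluorescence (ex 480/em 540) after 30 min, with pre-read for autofluorescence.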
# TSG101-PTAP inh – blocks PTAP/TSG101 interaction to inhibit HIV-1 budding; Potency, µM (highest dose often 115 µM), without a hit: top-dose activity change, negative = inhibition, usual class: inhibitors; Q99816; 340,000 tested, under 10 active; Fluorescence polarization, FITC-PTAP peptide / Tsg101 binding; active = well fitted inhibition curve with a large enough effect in the main read-out, with a control signal flat, not every such curve was filed as active; inconclusive = small, poorly fitted or top-dose-only effect, or effect the other way, or a change in a side signal; inactive = no such curve, though single readings can be large or run the other way; note: potency is the fitted concentration of half-maximal effect; % of control where 0% means no effect
# Target sequence (Q99816 whole entry, looked up): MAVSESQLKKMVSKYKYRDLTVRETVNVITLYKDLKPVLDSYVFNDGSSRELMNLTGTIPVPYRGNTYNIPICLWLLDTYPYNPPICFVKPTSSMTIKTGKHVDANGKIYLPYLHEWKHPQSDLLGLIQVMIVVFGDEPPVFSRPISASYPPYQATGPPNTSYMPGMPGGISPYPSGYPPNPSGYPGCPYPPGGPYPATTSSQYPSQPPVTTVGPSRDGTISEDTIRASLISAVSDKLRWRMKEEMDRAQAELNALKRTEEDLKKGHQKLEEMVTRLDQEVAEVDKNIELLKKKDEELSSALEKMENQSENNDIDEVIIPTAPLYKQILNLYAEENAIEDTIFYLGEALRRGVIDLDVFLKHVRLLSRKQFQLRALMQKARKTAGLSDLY
#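 FP read-out: FITC-PTAP peptide, 50 nM final, binding Tsg101 binding domain, 10 uM final; 20 min, r.t.; 10 mM HEPES pH 7.5, 0.15 M NaCl, 0.01% Tween 20, 3 mM EDTA, 0.1 mM TCEP.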
# PKM2 activator – activators of human pyruvate kinase M2; P14618; purified PKM2, Kinase-Glo ATP luminescence, activation; response scale: 0% is enzyme alone, no compound; Potency, µM (titrated, usually from 57.5 µM), for inactives: at the top dose activation, most hits filed as activators; hit rate 0.34% among 260,000; AID 1631; note: potency is the fitted concentration of half-maximal effect; % is set by controls: 0 for no effect and ±100 for the full control effect; nearly all actives have a fitted effect of over 55% in size
#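 hPK-M2, >95% pure; 0.1 mM ADP / 0.5 mM PEP final; imidazole pH7.2 buffer w/ 7 mM MgCl2, 50 mM KCl; 1 h RT; Kinase-Glo lum. Intermediate enzyme activity for dual inhibitor/activator qHTS.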
# Tb PFK inh – inhibitors of T. brucei phosphofructokinase; hit rate 0.17% among 330,000; T. brucei PFK, ADP-Glo luminescence; Potency, µM (doses to about 57.5 µM), for inactives: at the top dose activity, negative = inhibition, actives largely listed as inhibitors;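 note: potency is the fitted concentration of half-maximal effect; 0% = uninhibited 1x PFK enzyme wells and -100% = no-enzyme wells; nearly all actives have a fitted effect of over 60% in size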
#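 1.25 nM PFK with 0.5 mM F6P and 0.1 mM ATP in 0.1 M TEA pH 8.0, 5 mM MgCl2, incubated 45 min at room temperature; ADP measured by ADP-Glo luminescence; compounds titrated up to 57 uM.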
# S-ASM inh – blocks human secretory acid sphingomyelinase; hit rate 0.006% among 340,000; Potency, µM (series often up to 57.5 µM), for the others: top-dose activity change, negative = inhibition, most hits filed as inhibitors; AID 504937; placental ASM, HMU-PC fluorogenic substrate, 60 min; P17405; note: potency is the fitted concentration of half-maximal effect
# Target sequence (P17405 47-631 limits assumed): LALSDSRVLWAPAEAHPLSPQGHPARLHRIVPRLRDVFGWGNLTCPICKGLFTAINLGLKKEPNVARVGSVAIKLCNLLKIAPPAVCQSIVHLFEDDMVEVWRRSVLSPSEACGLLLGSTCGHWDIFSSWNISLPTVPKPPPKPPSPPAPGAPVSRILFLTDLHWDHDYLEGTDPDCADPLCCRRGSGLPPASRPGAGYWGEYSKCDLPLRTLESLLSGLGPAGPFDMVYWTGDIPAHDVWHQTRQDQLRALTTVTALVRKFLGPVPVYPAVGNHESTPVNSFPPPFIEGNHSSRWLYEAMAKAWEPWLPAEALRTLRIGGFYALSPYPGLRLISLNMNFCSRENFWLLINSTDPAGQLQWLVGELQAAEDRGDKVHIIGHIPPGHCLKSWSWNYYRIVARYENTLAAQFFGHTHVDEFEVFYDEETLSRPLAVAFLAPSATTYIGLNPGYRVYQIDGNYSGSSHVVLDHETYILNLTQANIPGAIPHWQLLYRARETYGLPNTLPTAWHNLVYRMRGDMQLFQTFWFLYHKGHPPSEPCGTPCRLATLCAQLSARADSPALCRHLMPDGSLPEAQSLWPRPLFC
#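 Fluorescence read-out (Ex 386 nm, Em 447 nm) after stopping the reaction at pH 10. Enzyme: ASM from human placenta; substrate HMU-PC0, 9 uM final; 60 min, 37 °C. Compound preincubation 10 min, ambient temperature.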
# GALK inh – blocks human galactokinase activity; AID 1868; Purified GALK, Kinase-Glo residual ATP luminescence; Potency, µM (top dose mostly 57.5 µM), without a hit: at the top dose activity change, negative = inhibition, most hits filed as inhibitors; hit rate 0.007% among 270,000; note: potency is the fitted concentration of half-maximal effect; % is set by controls: 0 for no effect and ±100 for the full control effect
#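 GALK at 5 nM final was combined with compound, 35 uM ATP and 100 uM galactose in HEPES pH8.0 with MgCl2 and DTT. The reaction ran one hour at room temperature before luminescent ATP detection.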
# * = called active by the depositor; u = inconclusive; x = not tested or not shown; [ ] = dose if it differs, or a comment. Unless noted, calls come from the whole dose curve; as a rule, active = well fitted curve in the direction sought with a large enough effect; inconclusive = small, poorly fitted or top-dose-only effect, or another doubt; inactive = no such curve, though single readings can be large; an effect the other way counts as inactive or inconclusive.
SMILES,BCR signal inh,Giardia killer,Coupling enz,B2AR arrestin,Menin MLL FP TR,a7 integrin act,TSG101-PTAP inh,PKM2 activator,Tb PFK inh,S-ASM inh,GALK inh
O=C(Nc1ccccc1)N1CCCN(c2ccc(C(F)(F)F)cn2)CC1,u,0.3,0.8,0.6%,x,12.5%,-2.0%,20.8%,1.9%,1.5%,-1.1%
CC1CCC(NC(=O)c2cc(Cl)nc3ccccc23)CC1 (stereo unspecified),-4.9%,-22.4,x,-0.9%,x,u,-9.2%,x,-1.4%,-1.8%,x
Fc1ccc(COc2cccc(CNCc3ccncc3)c2)cc1,-0.7%,1.3,5.5,0.1%,-13.6%,-31.6%,-2.8%,-3.0%,1.4%,1.5%,3.1%
COc1ccc2c(C)cc(N3CCOCC3)nc2c1,u,-10.8,0.4,-0.1%,1.1%,-20.0%,-3.2%,0.0%,3.8%,7.0%,-1.3%
C/C(=N\Nc1nnc(C)c(=O)[nH]1)C(=O)O,0.3%,-0.6,-51.3*,-0.3%,-25.6%,-26.5%,-5.8%,-3.5%,-3.0%,-1.8%,2.5%
Cc1cc(OCC(=O)N2CCOCC2)c(C(C)C)cc1Cl,-19.8%,18.1,2.8,-0.3%,2.6%,0.0%,-3.6%,-11.6%,-10.4%,5.2%,-5.0%
O=C1c2ccccc2CN1CCNS(=O)(=O)c1ccc2ccccc2c1,-6.6%,-18.2,0.3,0.1%,-9.4%,-3.0%,0.1%,5.9%,9.3%,1.4%,-2.6%
CC(C)(C)Nc1c(-c2cccs2)nc2ccccn12,19.0%,-10.4,5.3,0.0%,22.6%,0.4%,-0.5%,5.3%,0.2%,179.1%[activator],0.0%
CC1=C(C#N)C(NC(=O)c2ccccc2Cl)(C(F)(F)F)C(=O)N1 (stereo unspecified),3.0%,10.1,1.2,4.1%,-7.7%,-3.6%,0.2%,3.1%,3.3%,1.8%,-1.2%
C=CCc1ccc(OCCCCN2CC(C)CC(C)C2)c(OC)c1 (stereo unspecified),-14.2%,25.1,2.2,-0.1%,-18.5%,-58.6%[inhibitor],0.6%,4.5%,-0.7%,10.3%,-4.5%

# Five entries out of the list, arranged by formula weight, high to low:
SMILES,BCR signal inh,Giardia killer,Coupling enz,B2AR arrestin,Menin MLL FP TR,a7 integrin act,TSG101-PTAP inh,PKM2 activator,Tb PFK inh,S-ASM inh,GALK inh
O=C1c2ccccc2CN1CCNS(=O)(=O)c1ccc2ccccc2c1,-6.6%,-18.2,0.3,0.1%,-9.4%,-3.0%,0.1%,5.9%,9.3%,1.4%,-2.6%
O=C(Nc1ccccc1)N1CCCN(c2ccc(C(F)(F)F)cn2)CC1,u,0.3,0.8,0.6%,x,12.5%,-2.0%,20.8%,1.9%,1.5%,-1.1%
CC1=C(C#N)C(NC(=O)c2ccccc2Cl)(C(F)(F)F)C(=O)N1 (stereo unspecified),3.0%,10.1,1.2,4.1%,-7.7%,-3.6%,0.2%,3.1%,3.3%,1.8%,-1.2%
C=CCc1ccc(OCCCCN2CC(C)CC(C)C2)c(OC)c1 (stereo unspecified),-14.2%,25.1,2.2,-0.1%,-18.5%,-58.6%[inhibitor],0.6%,4.5%,-0.7%,10.3%,-4.5%
COc1ccc2c(C)cc(N3CCOCC3)nc2c1,u,-10.8,0.4,-0.1%,1.1%,-20.0%,-3.2%,0.0%,3.8%,7.0%,-1.3%

# Remaining list, next part.
SMILES,BCR signal inh,Giardia killer,Coupling enz,B2AR arrestin,Menin MLL FP TR,a7 integrin act,TSG101-PTAP inh,PKM2 activator,Tb PFK inh,S-ASM inh,GALK inh
CCOC(=O)C(CC)Sc1cc(C)nc2ccc(OC)cc12 (stereo unspecified),10.4%,-8.6,0.5,0.2%,-15.0%,-12.4%,-5.9%,2.0%,-9.0%,-1.7%,8.6%
O=C(CC1Sc2ncnn2C1=O)Nc1ccc(Br)cc1 (stereo unspecified),-0.2%,-6.5,1.1,-0.1%,u,-9.5%,1.8%,24.2%,-3.5%,-2.4%,4.2%
Cn1c(=O)cc(SCC(=O)N2CCN(C(=O)c3ccco3)CC2)c2ccccc21,u,11.5,-0.3,-1.5%,-20.3%,9.1%,-3.5%,1.4%,-7.1%,-0.2%,0.7%
CC(=O)C(C(c1ccccc1)c1c[nH]c2ccccc12)[N+](=O)[O-] (stereo unspecified),2.8%,17.5,8.8,0.3%,u,-40.1%[inhibitor],-1.7%,x,3.3%,-7.9%,-0.3%
O=S(=O)(Nc1ccc(S(=O)(=O)N2CCCCC2)cc1)c1cccs1,7.1%,-12.7,7.7,0.0%,-14.7%,19.5%,-4.1%,u,-0.2%,0.0%,-2.2%
O=C(Nc1cc(S(=O)(=O)N2CCCCCC2)ccc1OCC(F)(F)F)C1CCC1,1.6%,-1.6,x,-0.8%,x,26.0%,-0.5%,4.5%,3.2%,0.4%,-5.0%
CN1CCN(c2nnc(-c3ccc(Cl)cc3)c3ccccc23)CC1,-3.3%,11.1,-1.6,0.5%,-0.8%,-58.6%[inhibitor],-3.2%,x,-0.3%,-1.3%,-2.4%
CCOc1ccc(NC(=O)N(CC(C)C)CC(C)C)cc1,11.6%,4.9,2.2,-0.8%,1.0%,9.8%[7.66 µM],-0.6%,-2.9%,0.6%,3.5%,0.6%
O=C(N/N=C/c1cccn1-c1ccc(O)cc1)c1cccc2ccccc12,u,-24.2,x,-0.6%,x,-19.2%,-2.7%,x,1.2%,13.8%,-8.5%
CN(C)S(=O)(=O)c1cccc(NC(=O)COC(=O)COc2ccccc2[N+](=O)[O-])c1,-5.2%,6.1,-0.1,0.2%,-5.1%,0.0%,-2.8%,1.1%,-4.3%,3.8%,4.0%
O=C(CN1CCCCCC1)Nc1cc(C(F)(F)F)ccc1Cl,1.3%,1.6,-0.2,-0.3%,-19.7%,24.7%,1.7%,0.0%,-6.4%,-0.8%,4.1%
CCCn1nc([N+](=O)[O-])c(C(C#N)c2nc3ccccc3s2)c(Cl)c1=O (stereo unspecified),u,u,5.2,0.4%,u,-50.3%[inhibitor],u,-16.0%,-16.9%,-19.1%,-1.1%
COc1cc(S(=O)(=O)n2cnc(C)c2)ccc1Br,-3.8%,7.6,-0.7,-0.1%,-2.0%,u,-2.7%,3.5%,1.0%,-3.0%,0.1%
CC(=O)c1ccc(OCC(=O)Nc2ccccc2C(=O)NC2CC2)cc1,0.9%,7.0,x,0.6%,x,29.6%,-1.5%,-1.3%,-6.2%,4.9%,-2.5%
O=C(CN1C(=O)c2ccccc2C1=O)Nc1nnc(C2CCCO2)s1 (stereo unspecified),1.6%,18.9,-0.9,0.2%,5.7%,26.8%,-2.3%,1.0%,1.3%,-0.4%,1.9%
O=C(Nc1cccc(C(F)(F)F)c1)C(=O)N1CCCCC1,u,-13.9,2.2,0.1%,-1.9%,2.5%,-7.9%,6.0%,1.1%,-2.0%,1.9%
O=C(Cc1cccc([N+](=O)[O-])c1)Nc1ccc(C(=O)N2CCCCC2)cc1,6.9%,14.3,x,0.3%,x,4.3%,-2.4%,x,-24.6%,-1.1%,x
O=C(/C=C/c1ccc2c(c1)OCO2)Nc1ccc(Cl)cn1,u,-14.4,-0.9,-0.2%,11.7%,13.8%,-0.3%,3.8%,1.5%,4.3%,0.4%
CCN1C(=O)[C@H]2[C@@H](c3ccc(-c4ccccc4)cc3)N3CCCC[C@@]3(C(=O)OC)[C@H]2C1=O,-9.6%,7.4,x,-0.8%,x,36.4%,0.1%,x,-3.8%,-16.9%,x
COc1ccc(NC(=O)c2cc([N+](=O)[O-])ccc2NC(=O)CNCc2ccccn2)c(OC)c1,u,-2.6,-0.1,-0.4%,-24.1%,-29.2%,-2.9%,14.5%,-23.1%,-1.1%,4.6%
CCC(C)C(=O)N1CCc2cc(-c3csc(N)n3)ccc21 (stereo unspecified),u,-11.0,-1.5,0.9%,-5.0%,9.1%,-5.8%,1.8%,-2.4%,-2.7%,-3.6%
COc1ccc(NC(C)=O)cc1NC(=O)CN1CCN(S(=O)(=O)c2ccc(C(C)C)cc2)CC1,-2.5%,-15.2,4.5,-0.4%,-13.6%,-20.2%,-10.4%,-5.5%,-0.6%,5.8%,-0.2%

# An excerpt; rates above refer to the full screens.
